# Assay outcomes (PubChem)
# PGC1a acetyl inh: PGC1a acetylation modulation, inhibitor mode; U2OS PGC1a acetylation, AlphaScreen anti-acetyl-lysine; with virally co-expressed GCN5 acetyltransferase; inhibition, % at 15.6 µM; 350,000 compounds, 0.17% hits; AID 651687;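 active = every replicate shows inhibition of at least 40%; inconclusive = mean inhibition at least 40% but some replicate below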;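 note: 0% = neutral control wells and 100% = positive control wells; some results beyond the cut were filed as inactive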
# PAX8 inh HTS: inhibitors of PAX8 transcriptional activity in RMG-I cells. RMG-I TPO-luciferase reporter, SteadyGlo, 24 h. inhibition, % at 12.6 µM. 360,000 compounds, 1.2% hits. AID 652154;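 active = mean replicate inhibition at least 60% with every replicate also reaching 60%; inconclusive = only one of the two criteria is met; inactive = mean below 60% and not all replicates reaching 60%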;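 note: luciferase light reporting Pax8 driven TPO promoter activity; plate controls were median of neutral control wells for no effect and mitoxantrone controls for full effect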
# miR122 inh: miR-122 inhibition in Huh7 cells | 340,000 compounds, 0.3% hits | Huh7 miR-122 Renilla luciferase sensor, 48 h; neutral wells = 0, positive control = 100 | activation (reporter increase), % at 12.5 µM;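 active = mean replicate activation score at least 90 and every replicate individually at or above 90; inconclusive = only one of the two criteria met; inactive = neither criterion met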;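 note: higher luciferase means less miR-122 activity so hits act as miR-122 inhibitors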
# EWS-Fli inh: inhibitors of EWS/Fli oncoprotein transcriptional activity | inhibition, % at 12.6 µM | A673 NR0B1-luciferase reporter, viability-normalised | 350,000 compounds, 0.67% hits;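 active = mean inhibition of at least 50% after viability correction, with every replicate also passing that limit; inconclusive = mean reaches 50% but only one of two replicates passes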;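 note: firefly luciferase signal divided by Alamar Blue viability fluorescence both relative to DMSO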
# Casp6 inh: inhibitors of human caspase-6; P55212; inhibition, % at 12.5 µM; 350,000 compounds, 0.53% hits; purified caspase-6, Z-VEID-R110 cleavage fluorescence;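 active = mean inhibition across replicates at least about 35%, with every replicate also reaching that limit, limit read from the data; inconclusive = only one of the two criteria met; inactive = neither criterion met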;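 note: 0% = median of neutral control wells and 100% = no fluorescence left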
# Target sequence (P55212 24-179 limits assumed): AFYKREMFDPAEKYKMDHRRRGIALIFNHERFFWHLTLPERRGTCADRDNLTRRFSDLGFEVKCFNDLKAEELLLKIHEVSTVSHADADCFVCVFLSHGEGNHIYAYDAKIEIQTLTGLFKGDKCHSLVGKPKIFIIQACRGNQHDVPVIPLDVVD
# Target sequence (P55212 194-293 limits assumed): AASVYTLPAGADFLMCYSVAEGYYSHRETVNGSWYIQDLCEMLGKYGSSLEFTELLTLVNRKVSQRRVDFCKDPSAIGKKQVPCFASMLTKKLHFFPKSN
# FN deposit inh: fibronectin deposition inhibition | AH1F fibroblasts, Alexa488-fibronectin deposition fluorescence, overnight | inhibition, % at 12.6 µM | 350,000 compounds, 0.086% hits | AID 743247;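 active = mean inhibition across replicates of 30% or more, regardless of how many single replicates reach that level; inconclusive = mean under 30% yet at least half of replicates reach 30%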;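 note: positive control wells lacked labelled fibronectin entirely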
#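 Material: AH1F fibroblasts assembling fluorescent fibronectin matrix; amount: 10000 AH1F cells/well; medium: DMEM, 2% serum; reagent: Alexa488-fibronectin, 24 nM final in well; dosing: single compound dose, delivered by pin transfer; incubation: 1 h adhesion, overnight exposure; detection: fluorescence after three HBSS washes, excitation 485 nm, emission 525 nm; measure: fibronectin deposition inhibition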
# Cneo AK release: Cryptococcus neoformans lysis via adenylate kinase release; C. neoformans lysis, adenylate kinase release luminescence, 4 h; normalised: neutral wells 0, clomiphene wells 100; lysis activity, % at 15 µM; 360,000 compounds, 0.2% hits; AID 651654;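 active = mean lysis activity across replicates of at least 80%, whatever share of replicates individually reach that level; inactive = mean lysis activity below 80%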
#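 Assay system: Cryptococcus neoformans yeast cells / Dosing: single-point compound dose / Timing: 4 h at 37 °C static, read 1 h later / Measured by: luminescence of released adenylate kinase using an AK detection reagent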
# LGR2 antag: inhibitors of bursicon-induced Drosophila LGR2 receptor cAMP signaling; AID 720647; inhibition, % at 9.99 µM; HEK293 LGR2, CRE-luciferase, bursicon-stimulated, 4 h; 380,000 compounds, 0.35% hits;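 active = drop in luminescence signal, shown as inhibition above about 50% in the replicate tests, limit read from the data, passing the limit was not always enough; inconclusive = probably only some replicates passing the limit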;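 note: agonist challenge used bursicon conditioned medium at about half maximal strength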
# An asterisk follows results filed as active; ? = inconclusive; nt = no result given; [ ] = another dose, or the depositor's remark.
canonical_smiles	PGC1a acetyl inh	PAX8 inh HTS	miR122 inh	EWS-Fli inh	Casp6 inh	FN deposit inh	Cneo AK release	LGR2 antag
Cc1ccc(C2C(=O)N(C3CCCC3)CC(=O)N2C2CCCCC2)cc1 (configuration not stated)	-15	nt	-1	nt	nt	5	-2	-2
COC(=O)[C@H]1C[C@@]2(O)CN(S(=O)(=O)c3ccc(C)cc3)C[C@@]2(OC(=O)NCc2ccccc2F)C[C@H]1C(=O)OC	9	-33	-3	0	0	5	-5	-4
O=C(C[C@H]1C=C[C@@H](NC(=O)Nc2ccccc2)[C@@H](CO)O1)NCc1ccccn1	5	8	-5[16.7 µM]	-3	-3	nt	2	5
O=c1c2cccnc2nc2n1CCCCC2	nt	15	nt	11	1	nt	nt	-13
CC=Cc1ccc2n(c1=O)C[C@@H]1[C@@H](CO)[C@H](C(=O)NCc3ccccc3F)N[C@H]21 (mixture of isomers)	nt	nt	nt	3	-1	nt	56	9
C[C@H](CO)N1C[C@H](C)[C@H](CN(C)S(C)(=O)=O)Oc2ccc(NC(=O)Cn3cnnn3)cc2C1=O	9	-14	14[16.7 µM]	-3	nt	nt	0	8
CCN(CC(=O)Nc1c(F)cccc1F)C(=O)Cc1ccsc1	-1	5	1	1	-157	-3	2	-17
CCOC(=O)CCc1c(C)nc(SCc2ccc(C(=O)O)cc2)c(C#N)c1C	nt	-36	nt	8	1	-7	0	6
Cc1nc2c3cc(F)ccc3n(Cc3ccc(F)cc3)c2s1	nt	12	nt	?	-3	0	nt	-12
CCOC(=O)CNC(=O)N(CCOC)CC1CCCN(C2Cc3ccccc3C2)C1 (configuration not stated)	-2	8	-3	11	0	4	-1	21
O=C(NC1CCCC1)C(C1CC1)n1c(-c2cc3ccccc3[nH]2)nc2ccccc21 (configuration not stated)	nt	-120	nt	-96	0	-2	nt	-78
O=C(CSCc1ccccc1Cl)Nc1c[nH]c(=O)[nH]c1=O	-1	3	-5	nt	nt	-7	1	20
O=C(NNC(=O)C1CCN(S(=O)(=O)c2ccc(Cl)cc2)CC1)c1ccccc1O	14	33	nt	-1	20	8	-2	24
C[C@@H]1CN([C@@H](C)CO)S(=O)(=O)c2ccc(-c3ccc(C(=O)N(C)C)cc3)cc2O[C@@H]1CN(C)C(=O)Nc1ccccc1F	6	1	22[16.7 µM]	9	-1	nt	-4	-11
COCc1cc(CNC(=O)C2CCC(=O)N(Cc3ccccc3OC)C2)[nH]n1 (configuration not stated)	-4	nt	-4	-7	0	9	-5	-2
O=C(c1[nH]c(C(F)(F)F)nc1-c1ccccc1)N1CCN(c2ccc(C(F)(F)F)cn2)CC1	-12	21	-1	-2	-3	1	2	5
Cc1ccc(-c2nnc(SCC(=O)Nc3ccccc3F)o2)cc1	nt	59	nt	85*	-2	-4	2	57*
Cc1cc(C(=O)c2cccs2)c(N)s1	-2	nt	nt	-9	7	nt	-1	-3
Clc1ccc2c(N3CCCC3)ccnc2c1	nt	3	6	nt	nt	-14	0	nt
CCc1ccc(N(C)S(=O)(=O)c2ccc3[nH]cc(C(=O)NCCN4CCOCC4)c(=O)c3c2)cc1	-5	nt	-1	nt	nt	-3	14	3
C[C@@H]1CCCCO[C@@H](CN(C)C(=O)Nc2ccc(C(F)(F)F)cc2)[C@H](C)CN([C@H](C)CO)C(=O)c2cc(NS(=O)(=O)c3cn(C)cn3)ccc2O1	-9	5	-9[16.7 µM]	20	1	-10	-3	4
Cc1ccc(C(=O)c2no[n+]([O-])c2C(=O)c2ccc(C)cc2)cc1	nt	7	nt	?	8	3	nt	-14
O=C(CN(c1cccc(C(F)(F)F)c1)S(=O)(=O)c1ccc(Cl)c([N+](=O)[O-])c1)NCc1ccc(F)cc1	18	5	-40	nt	nt	18	4	-19
O=C(NCc1cccc(Cl)c1)C1=CC=CN2CCS(=O)(=O)N=C12	nt	-12	nt	5	-1	-5	0	6
COc1ccc(N(C)C(=O)c2oc(=O)c3ccccc3c2-c2ccc(C)cc2)c(OC)c1	-9	25	6	13	0	-16	-9	-1
COc1ccc(/C=N/NC(=O)CNC(=O)c2ccc3c(c2)OCCO3)c(C(=O)O)c1OC	0	8	-1	nt	2	-24	1	0
CO[C@H]1CC[C@@H]2CCN(C)C(=O)C[C@@H](c3ccccc3)CN(C)C(=O)c3cccc(C#N)c3OC[C@@H]1O2	nt	21	nt	7	-4	1	3	4
COc1ccc(NC(=O)CSCC(=O)Nc2ccccc2N2CCCCC2)cc1	nt	12	nt	-8	3	3	2	-2
COc1cccc(-n2c(CN3CCN(c4ccccn4)CC3)nc3ccc([N+](=O)[O-])cc3c2=O)c1	1	12	2	-7	9	2	0	26
C[C@@H]1CCCCO[C@@H](CN(C)S(=O)(=O)c2cccs2)[C@@H](C)CN([C@H](C)CO)C(=O)c2cc(NC(=O)Nc3ccccc3)ccc2O1	0	-14	1[16.7 µM]	-7	-1	10	-4	9
COc1cccc(NC(=O)NC2CCN(Cc3nnnn3Cc3ccc(F)cc3)CC2)c1	2	nt	-11	nt	nt	3	3	nt
O=C(NCc1cccnc1)C(=O)C1C(=O)Nc2ccccc21 (configuration not stated)	-8	21	6	15	2	6	-1	-26
O=S(=O)(c1ccc(F)cc1)N1CCCCN2[C@H](CO)[C@H](c3ccc(-c4ccccc4)cc3)[C@H]2C1	-8	27	-30[16.7 µM]	9	0	nt	4	16
CC(/C=C/c1ccccc1F)=N\NC(=O)c1ccccc1	nt	-110	nt	-39	6	-7	nt	-75
O=C(O)c1cccc(C(=O)c2cccc3ccccc23)c1	nt	10	nt	-2	5	2	nt	nt
C#CCOCCOCCOCCNc1nc(N2CCN(C(=O)[C@H](CO)n3cc([C@@H](N)C(C)C)nn3)CC2)nc(N2CCN(C(=O)[C@H](CCC(=O)O)n3cc([C@@H](N)CCCCN)nn3)CC2)n1	19	6	0	-1	-104	1	4	7
C#CCOCCOCCOCCNc1nc(N2CCN(C(=O)Cn3cc(CCCCN)nn3)CC2)nc(N2CCN(C(=O)[C@H](Cc3ccc(O)cc3)n3cc(CCO)nn3)CC2)n1	nt	1	nt	-9	-17	-3	1	2
COC(=O)[C@]1(C)N[C@H](CN(C)S(=O)(=O)c2ccc(C)cc2)[C@@H]2C(=O)N(C)C(=O)[C@@H]21	nt	9	nt	2	20	13	-1	nt
COc1ccc(N2C(=O)C3CCCN3C2c2ccccc2)cc1Cl (configuration not stated)	-2	-14	-1	nt	nt	0	-4	nt
CN(C)c1cccc2c(S(=O)(=O)NC(=O)[C@H]3O[C@@H](n4ccc(=O)[nH]c4=O)[C@H](O)[C@@H]3O)cccc12	nt	6	nt	-8	4	3	nt	11
C[C@H]1CN([C@@H](C)CO)C(=O)Cc2cc(N(C)C)ccc2O[C@@H]1CN(C)C(=O)Nc1ccc(F)cc1	-1	5	8[16.7 µM]	-4	-1	nt	8	5
OC[C@H]1[C@@H](c2ccc(-c3ccccc3F)cc2)[C@@H]2CN(Cc3cccnc3)CCCCN12	3	-15	6[16.7 µM]	nt	-2	nt	-1	-8
O=C(Nc1ccccc1C(=O)O)c1ccc2c(c1)C(=O)N(c1cccc([N+](=O)[O-])c1)C2=O	0	3	2	6	3	-2	0	-2
COC(=O)c1ccc(OCCOCCOc2cccc3ccc(C)nc23)cc1	nt	19	nt	5	-1	1	nt	7
Clc1ccc(-c2nnc(-c3ccccc3)o2)c(Cl)c1	3	nt	-16	nt	nt	-5	-2	nt
CC(=O)N(C)C[C@@H]1Oc2cc(C#Cc3ccc(F)cc3)ccc2S(=O)(=O)N([C@H](C)CO)C[C@@H]1C	-2	-2	3[16.7 µM]	2	0	nt	-9	12
CCOc1ccccc1NC(=O)/C=C/C(N)=O	0	nt	-6	14	1	nt	-4	8
COc1cccc(-c2nc3ccc(C(=O)NC(C)Cc4cccnc4)cc3o2)c1 (configuration not stated)	-5	-76	-6	-84	22	-2	-3	nt
Cc1cccc(CN2CCN(Cc3cccc4nonc34)CC2CCO)n1 (configuration not stated)	nt	-2	10	4	-1	1	3	-1
O=C1CNC[C@H]2[C@@H](c3ccc(C4=CCCC4)cc3)[C@H](CO)N12	4	nt	nt	0	-1	-3	nt	13

# Continuation.
canonical_smiles	PGC1a acetyl inh	PAX8 inh HTS	miR122 inh	EWS-Fli inh	Casp6 inh	FN deposit inh	Cneo AK release	LGR2 antag
O=C(NC1CCCc2ccccc21)c1ccc(S(=O)(=O)N2CCOCC2)cc1 (configuration not stated)	nt	-4	nt	6	2	nt	nt	-13
COc1ccc(S(=O)(=O)Nc2cccc3c2O[C@H](CN(C)Cc2ccc(Oc4ccccc4)cc2)[C@@H](C)CN([C@@H](C)CO)C3=O)cc1	-3	nt	6[16.7 µM]	15	-1	nt	5	9
O=C(NC(=S)N(CC1CCC1)CC1CCCO1)c1cccc([N+](=O)[O-])c1 (configuration not stated)	3	21	1	22	-4	7	nt	2
C[C@@H]1CCCCO[C@@H](CN(C)C(=O)Nc2cccc3ccccc23)[C@H](C)CN([C@H](C)CO)C(=O)c2cc(NC(=O)Nc3ccc4c(c3)OCO4)ccc2O1	18	1	-4[16.7 µM]	16	3	nt	0	33
Cc1noc(C)c1NC(=O)Nc1ccc2c(c1)C(=O)N([C@H](C)CO)C[C@@H](C)[C@@H](CN(C)Cc1ccccc1)O2	nt	9	9[16.7 µM]	-7	0	nt	-1	1
O=C(/C=C/c1cccc([N+](=O)[O-])c1)NCCN1CCOCC1	9	nt	nt	1	-8	nt	-1	-1
Cc1nn(CC(=O)Nc2cccc(S(N)(=O)=O)c2)c(C)c1[N+](=O)[O-]	-10	8	-3	nt	nt	8	0	-11
COc1ccc(NC(=O)N(C)C[C@@H]2Oc3ncc(C#C[C@H](C)O)cc3C(=O)N([C@H](C)CO)C[C@H]2C)cc1	6	nt	-9[16.7 µM]	5	2	nt	-5	-6
O=S(=O)(c1ccccc1)c1cccc(S(=O)(=O)N2CCCCC2)c1	5	-7	11	nt	nt	5	-2	nt
CSc1ncccc1C(=O)Nc1nc2ccc(Oc3ccccc3)cc2s1	-3	-46	-7	-19	-6	1	nt	nt
CC(C)c1cn(CC[C@@H]2CC[C@@H](NS(=O)(=O)c3ccc(Cl)cc3)[C@H](CO)O2)nn1	-3	4	nt	0	1	nt	-1	6
COc1cccc(OCCCCN2CCCCC2)c1	0	nt	3	nt	nt	4	-1	nt
Cc1ccc(C)c(NC(=S)NCC(c2cccnc2)N2CCOCC2)c1 (configuration not stated)	nt	2	nt	-6	1	4	nt	8
COc1ccc(Nc2nc(N)c([N+](=O)[O-])c(NCc3ccccc3)n2)cc1	nt	-5	nt	-17	0	-2	nt	-16
CNc1ccccc(-c2ccc3ccccc3n2)c1=O	-2	-21	3	nt	nt	3	-1	-19
NCCCCCNC(=O)[C@@H]1C[C@@H]2C(=O)NCC(=O)N2[C@@H]1c1cccc(OCCO)c1	3	-15	nt	-7	0	nt	-2	nt
CO[C@@H]1CN(C)C(=O)c2ccc(NC(=O)C3CCOCC3)cc2OC[C@H](C)N(C(=O)c2ccccc2)C[C@H]1C	26	1	nt	4	nt	nt	-2	-12
O=[N+]([O-])c1ccc(NC2CCCCC2)nc1	2	-15	nt	-6	4	nt	0	4
